Bioassay records: PubChem, National Center for Advancing Translational Sciences (NCATS)
EPAC1 antag: blocks human EPAC1 exchange factor; O95398; EPAC1 GEF assay, Rap1b-BODIPY-GDP exchange fluorescence; Potency, µM (doses to about 115 µM), for the others: at the top dose activity change, negative = inhibition, actives largely listed as inhibitors; 0.14% of 360,000 active;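 also: plate controls were vehicle for no effect and positive control for full effect; nearly all actives have a fitted effect of over 50% in size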
aSyn yeast inh: alpha-synuclein toxicity inhibition in yeast. Yeast expressing alpha-synuclein, growth rescue, BacTiter-Glo, 24 h. Potency, µM (series often up to 46.1 µM), inactives show top-dose growth rescue (activation), most hits filed as activators. 0.14% of 370,000 active. AID 652106; also: % of control where 0% means no effect; nearly all actives have a fitted effect of over 65% in size
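Screening used galactose-induced yeast with toxic alpha-synuclein levels, exposed to compound for 24 hr at 30 deg C. Cell growth, read with BacTiter-Glo luminescence, gave the measured signal.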
FUS yeast rescue: suppressors of FUS proteinopathy in yeast. S. cerevisiae FUS-expressing, growth rescue, OD600, 24 h. Potency, µM (doses to about 76.6 µM), inactives show at the top dose growth rescue (activation), usual class: activators. 0.24% of 390,000 active. AID 1347120;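 also: plate controls were DMSO vehicle for no effect and reference control for full effect; nearly all actives have a fitted effect of over 55% in size; some results filed as inactive show a strong effect at the top dose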
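Absorbance at 600 nm, taken 24hr after compound addition, measured rescue of FUS-yeast growth at 30C. Induction used 2% galactose with seeding at OD 0.005. Controls: CP55940 from 92uM final, DMSO only.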
EPAC2 agonist: activates human EPAC2 exchange factor. Q8WZA2. EPAC2 activation, biochemical qHTS; response scale: 100% = 6.5 mM cAMP response. Potency, µM (top dose mostly 154 µM), without a hit: at the highest dose activation, most hits filed as activators. 0.079% of 360,000 active. AID 720711; also: nearly all actives have a fitted effect of over 50% in size
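Guanine nucleotide exchange by EPAC2 is measured as reduced fluorescence of BODIPY-GDP once it is released from 250 nM Rap1B. Plates are read kinetically for 30 min at room temperature; results are scaled to 6.5 mM cAMP.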
PTHR1 ag: agonists of human PTHR1 parathyroid hormone receptor; Q03431; HEK293 GP2 PTHR1 cells, GloSensor cAMP luminescence, 1 h; Potency, µM (highest dose often 115 µM), without a hit: top-dose activation, usual class: activators; 0.075% of 410,000 active; also: nearly all actives have a fitted effect of over 55% in size; some results filed as inactive show a strong effect at the top dose; inactives centre near -15; many of its hits are not listed in these tables
Target sequence (Q03431 whole entry, looked up): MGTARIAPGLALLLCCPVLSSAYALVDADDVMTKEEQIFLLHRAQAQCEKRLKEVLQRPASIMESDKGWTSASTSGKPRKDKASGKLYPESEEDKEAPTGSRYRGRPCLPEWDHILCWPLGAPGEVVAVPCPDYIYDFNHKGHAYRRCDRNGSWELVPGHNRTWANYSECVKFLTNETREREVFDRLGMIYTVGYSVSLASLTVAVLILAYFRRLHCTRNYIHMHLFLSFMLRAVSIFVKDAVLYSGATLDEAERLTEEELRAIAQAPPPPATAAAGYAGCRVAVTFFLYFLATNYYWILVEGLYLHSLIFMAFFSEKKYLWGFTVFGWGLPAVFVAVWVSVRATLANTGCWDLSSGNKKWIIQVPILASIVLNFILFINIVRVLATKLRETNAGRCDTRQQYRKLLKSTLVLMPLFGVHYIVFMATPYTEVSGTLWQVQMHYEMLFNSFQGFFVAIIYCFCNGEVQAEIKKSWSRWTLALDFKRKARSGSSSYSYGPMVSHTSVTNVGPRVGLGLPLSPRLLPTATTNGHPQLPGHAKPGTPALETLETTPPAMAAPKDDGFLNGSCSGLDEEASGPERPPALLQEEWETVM
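HEK-293-derived GP2 cells expressing PTHR1 and a GloSensor cAMP reporter, 3,000/well, plated overnight, given luciferin plus IBMX (each 0.5 mM as added) for 1 h at 37 °C, then compound for 1 h at 37 °C. Luminescence was read after 15 min at room temperature.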
EPAC1 ag: EPAC1 (human) agonism; O95398; EPAC1 agonist qHTS, biochemical assay; response scale: 100% = response to 6.5 mM cAMP; Potency, µM (titrated, usually from 154 µM), inactives show at the highest dose activation, hits mostly activators; 0.073% of 360,000 active; AID 720707; also: nearly all actives have a fitted effect of over 60% in size
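Nucleotide exchange assay: 100 nM EPAC1 with 250 nM Rap1B loaded with BODIPY-GDP and 50 uM GDP, room temperature. Fluorescence (480/540 nm) read every 5 min for 30 min; signal change normalized to 6.5 mM cAMP as full agonist.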
TDP-43 yeast inh: inhibitors of TDP-43 toxicity in yeast; TDP-43 expressing yeast growth rescue, BacTiter-Glo, 24 h; Potency, µM (top dose mostly 46.1 µM), inactives show top-dose growth rescue (activation), actives largely listed as activators; 1.8% of 410,000 active; AID 652104; also: % of control where 0% means no effect; nearly all actives have a fitted effect of over 50% in size
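In this qHTS, compounds that restore growth of yeast expressing TDP-43 appear as activators. Cells (OD600=0.02, galactose medium, raffinose-pregrown) are incubated with compound 24 hr at 30 deg C and growth is quantified by BacTiter-Glo.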
EPAC2 antagonist: antagonists of human EPAC2; 0.18% of 360,000 active; Potency, µM (series often up to 114 µM), without a hit: at the top dose activity, negative = inhibition, usual class: inhibitors; Q8WZA2; EPAC2 GEF exchange of Rap1B-BODIPY-GDP, fluorescence; AID 720708; also: % is scaled to controls: 0 for no effect and ±100 for the full control effect; nearly all actives have a fitted effect of over 45% in size; many of its hits are not listed in these tables
* hit, by the source's call; i = inactive; ? = inconclusive; nt = no result given; & = joins results of further samples; [ ] = another dose, or the depositor's remark. Calls follow the shape of the dose curve; as a rule, active = well fitted curve in the direction sought with a large enough effect; inconclusive = small, poorly fitted or top-dose-only effect, or another doubt; inactive = no such curve, though single readings can be large; an effect the other way counts as inactive or inconclusive. Potency is read from the fitted curve at half-maximal effect. An excerpt (hit frequency here may not be typical).

Structure	aSyn yeast inh	FUS yeast rescue	EPAC1 ag	EPAC2 antagonist	EPAC2 agonist	PTHR1 ag	EPAC1 antag	TDP-43 yeast inh
CC1=C(C(=O)O)N2C(=O)C(NC(=O)c3nn(C)c(C)c3Cl)C2SC1 (stereo not drawn)	3%	-22%	-4%	8%	-5%	-11%	11%	11%
CCSc1nc(-c2ccc(OC)cc2)cc(-c2ccc(OC)cc2)c1C#N	3%	24%	5%	7%	2%	-11%	15%	0%
CCOc1ccc(N(CC(=O)NCC2CCCO2)S(=O)(=O)c2ccc(C)cc2)cc1 (stereo not drawn)	2%	-14%	-7%	2%	1%	i	4%	10%
COc1ccccc1N1CCN(S(=O)(=O)CCNC(=O)c2cccc(F)c2)CC1	1%	20%	4%	-1%	-7%	-65%[inhibitor]	-8%	10%
CN(C(=O)c1ccc(Cl)cc1)C1=CCCCC1CCC#N (stereo not drawn)	-3%	-31%	-3%	6%	-3%	-2%	-22%	21%
CCn1ccnc1CN(C)Cc1nc(-c2cccc(Cl)c2)no1	7%	4%	-8%	3%	2%	i	2%	-14%
CC1CCC(NC(=O)CSc2nnc(-c3cccnc3)o2)CC1 (stereo not drawn)	-9%	nt	10%	2%	6%	-5%	-22%	-8%
O=C(CNC(=O)c1ccccc1)OCC(=O)c1ccccc1Cl	0%	-6%	9%	26%	11%	i	-14%	14%
CCN(CC)C(=O)CNC(=O)c1nn(-c2ccc(OC)c(Cl)c2)c(=O)c2ccccc12	13%	31%	-8%	5%	6%	-3%	-13%	22%
CCCCSc1nc2sc3c(c2c(=O)n1-c1ccc(C)cc1)CCN(C)C3	-1%	?	-10%	-5%	6%	i	-2%	-17%
CC(=O)Nc1cncc(-c2cccc(S(C)(=O)=O)c2)n1	0%	-15%	2%	6%	9%	-18%	-13%	19%
Cc1cnn(-c2cc(N/N=C/c3cccc(F)c3)ncn2)c1	1%	-9%	10%	-3%	1%	i	16%	18%
N=c1sc2ccccc2n1-c1ccccc1	6%	21%	-1%	13%	-11%	i	0%	-22%
ClC1(Cl)CC1Cn1cnc2ccccc21 (stereo not drawn)	3%	-5%	-1%	4%	0%	-49%[inhibitor]	-5%	11%
CC(C)CCn1c(CN2CCOCC2)nc2c1c(=O)n(C)c(=O)n2C	3%	-19%	-9%	2%	12%	i	-23%	23%

Next part, starting with the last 2 of the part before.
Structure	aSyn yeast inh	FUS yeast rescue	EPAC1 ag	EPAC2 antagonist	EPAC2 agonist	PTHR1 ag	EPAC1 antag	TDP-43 yeast inh
ClC1(Cl)CC1Cn1cnc2ccccc21 (stereo not drawn)	3%	-5%	-1%	4%	0%	-49%[inhibitor]	-5%	11%
CC(C)CCn1c(CN2CCOCC2)nc2c1c(=O)n(C)c(=O)n2C	3%	-19%	-9%	2%	12%	i	-23%	23%
C=CCOc1ccc(C2C(C(=O)c3ccco3)=C(O)C(=O)N2CCCN(CC)CC)cc1 (stereo not drawn)	12%	26%	6%	2%	-9%	-3%	9%	27%
N#CCCN1CCN(S(=O)(=O)c2ccc(S(=O)(=O)NC3CCCC3)cc2)CC1	1%	-14%	12%	-8%	10%	i	2%	7%
Cc1ccccc1Cn1c(-c2ccc(=O)[nH]c2)nc2ccccc21	-9%	-9%	-5%	-5%	8%	-27%	-8%	5%
CC1=C(C(=O)Nc2ccccc2)C(c2ccccn2)n2ncnc2N1 (stereo not drawn)	-14%	10%	1%	13%	0%	-20%	1%	8%
Cc1ccc(-n2c(C)cc(C(=O)COC(=O)C3=NNC(=O)CC3)c2C)cc1	5%	14%	-2%	-12%	-84%[15.6 µM]	i	7%	10%
Cc1ccc(/C=c2/sc3n(c2=O)CCCN=3)o1	7%	12%	2%	4%	1%	-1%	11%	13%
O=C(Nc1cccc(NC(=O)c2ncn[nH]2)c1)c1cccc(Cl)c1	9%	14%	-10%	5%	4%	-1%	11%	9%
CN[C@H](C)C(=O)NC[C@H]1O[C@@H](n2cnc3c(N)ncnc32)[C@H](O)[C@@H]1O	-2%	-12%	-9%	0%	6%	-3%	-2%	10%
COc1ccc(OCC(=O)NC2CCCc3ccccc32)cc1 (stereo not drawn)	13%	9%	-13%	6%	9%	i	-23%	0%
CC(C)c1ccc(S(=O)(=O)/N=C2/C=C(Sc3ncn[nH]3)C(=O)c3ccccc32)cc1	-45%[inhibitor]	?	13%	89µM*	2%	-34%	56µM*	?
Cc1ccc(CNC(=O)CC(C)S(=O)(=O)c2ccc3c(c2)NC(=O)CS3)o1 (stereo not drawn)	1%	23%	1%	32%[activator]	13%	22%	1%	6%
C/C(=N\Nc1ccc2nncn2n1)c1cccs1	-5%	2%	0%	6%	4%	i	7%	0%
Cc1ccc(S(=O)(=O)Nc2c(O)c3ccccc3oc2=O)cc1C	7%	-37%	2%	-9%	3%	i	-7%	1%
Cc1ccc(-n2nc3c(c2NC(=O)/C=C\c2ccc4c(c2)OCO4)CSC3)c(C)c1	-15%	?	5%	3%	10%	8%	-5%	0%
Cc1ccc(-c2c[n+](Cc3cccc(Cl)c3)c3n2CCC3)cc1	-1%	8%	7%	7%	4%	-27%	2%	-13%
COc1ccccc1C(CNC(=O)c1cccc(NS(=O)(=O)c2ccc(C)c(F)c2)c1)N(C)C (stereo not drawn)	4%	20%	-8%	3%	-2%	i	18%	-25%
O=C(CC(=O)Nc1cccnc1)Nc1cccnc1	-3%	9%	5%	9%	17%	-22%	28%	-7%
O=C(CSc1nnc2scc(-c3ccccc3)n12)Nc1nsc(-c2ccccc2)n1	-4%	40%	-8%	-4%	-13%	-22%[57.5 µM]	?	-17%
O=C1CN(C(=O)COC(=O)c2ccc([N+](=O)[O-])o2)c2ccccc2N1	-5%[1.84 µM]	13%	2%	7%	18%	i	12%	-3%
CCCNc1c(NC(=O)c2cccs2)c(=O)oc2ccccc12	-4%	-15%	8%	-7%	-2%	?	-10%	-7%
COc1ccc(CN2CCOCC2)cc1	0%	-3%	5%	2%	2%	-21%[57.5 µM]	-7%	-2%
Cc1ccc2c(CN3CCN(S(=O)(=O)/C=C/c4ccccc4)CC3)cc(=O)oc2c1	9%	27%	10%	-4%	1%	i	-23%	26%
COc1ccc(C(=O)NCC(=O)n2nc(C)cc2C)cc1OC	2%	2%	3%	-2%	2%	-16%	8%	4%
COc1ccc2c(c1)CCCC21NC(=O)N(CC(=O)NCc2cccs2)C1=O (stereo not drawn)	-7%	22%	-10%	6%	11%	-70%[inhibitor]	-24%	-17%
CCOc1ccc(CCNC(=O)COC(=O)c2cccc(OC)c2O)cc1OCC	4%	11%	-3%	2%	2%	-18%	?	16%
COc1cccc(CN2CC(C(=O)NCCc3nccs3)CCC2=O)c1 (stereo not drawn)	-1%	-15%	6%	8%	14%	-20%	-4%	1%
CN(C)CC1CCC/C(=C\c2ccc(OC(=O)/C=C/c3ccccc3)cc2)C1=O (stereo not drawn)	9%	nt	-3%	13%	8%	i	-9%	-50%[inhibitor]
Cc1ccc(N(CC(=O)NCCSCc2ccco2)S(=O)(=O)c2ccc(C)cc2)cc1	12%	39%	13%	-1%	-11%	i	1%	17%
O=S(=O)(Nc1ccccc1OC(F)F)c1ccc(S(=O)(=O)N2CCCC2)cc1	-9%	nt	10%	1%	2%	-23%	1%	14%
COc1ccc(C(=O)Nc2ccc(NC(=O)Cc3ccccc3)cn2)cc1	2%	-6%	2%	1%	1%	i	-10%	1%

Next section, overlapping the part above by 2 compounds.
Structure	aSyn yeast inh	FUS yeast rescue	EPAC1 ag	EPAC2 antagonist	EPAC2 agonist	PTHR1 ag	EPAC1 antag	TDP-43 yeast inh
O=S(=O)(Nc1ccccc1OC(F)F)c1ccc(S(=O)(=O)N2CCCC2)cc1	-9%	nt	10%	1%	2%	-23%	1%	14%
COc1ccc(C(=O)Nc2ccc(NC(=O)Cc3ccccc3)cn2)cc1	2%	-6%	2%	1%	1%	i	-10%	1%
C=CCOC(=O)C1=C[C@@H](c2coc3ccccc3c2=O)C[C@@H](OCc2ccc(CO)cc2)O1	12%	25%	1%	1%	7%	i	-11%	15%
CCOc1cc(CNCc2ccc3c(c2)OCO3)ccc1OC	1%	-16%	-4%	4%	10%	-10%	-10%	4%
CN1CCN(CC(=O)c2cc(C(C)(C)C)c(O)c(C(C)(C)C)c2)CC1	-15%	9%	-11%	2%	5%	-15%	-23%	18%
COc1ccccc1N1CCN(C(c2ccc(F)cc2)c2nnnn2C(C)C)CC1 (stereo not drawn)	8%	nt	-4%	0%	5%	i	?	7%
Clc1ccccc1CNc1ncnc2nc[nH]c12	0%&-2%&0%	1%	-13%	-7%	5%	-19%	-16%	21%
CCCNC(=O)Nc1ccc(F)c(Cl)c1	0%	-10%	10%	-6%	8%	-6%	4%	16%
Nc1ccc2c(S(=O)(=O)O)cccc2c1S(=O)(=O)O	-2%	6%	-2%	56µM*	-1%	i	-18%	-12%
CCN(CC)c1ccc(/C=N/NC(=O)c2c(Cl)c(C)nn2C)cc1	1%	nt	-3%	0%	-10%	-25%	-24%	23%
COc1ccc(-c2nc(-c3cccc([N+](=O)[O-])c3O)cc(=O)o2)cc1OC	0%	nt	0%	-1%	11%	-39%	-11%	-4%
O=C(NCc1ccccc1)C(=O)NCC1OCCN1S(=O)(=O)c1ccc2c(c1)OCCO2 (stereo not drawn)	-19%	?	-7%	32%	-1%	-38%[inhibitor]	16%	-35%[inhibitor]
COc1ccccc1CCc1nnc(CCC(=O)NC(C)Cc2ccsc2)o1 (stereo not drawn)	24%	13%	-6%	-8%	0%	i	2%	-14%
CN1C(=O)NC2C1N(S(C)(=O)=O)CCN2S(C)(=O)=O (stereo not drawn)	0%	-14%	11%	-2%	4%	-4%[57.5 µM]	8%	-8%
COc1cc(C(=O)OCC(=O)c2cc(C)n(CC3CCCO3)c2C)ccc1OCC(=O)N1CCOCC1 (stereo not drawn)	7%	42%	4%	1%	7%	i	5%	0%
CCOc1ccc(C(=O)NCC(=O)N2CCN(c3ccccc3O)CC2)cc1	-4%	14%	-2%	9%	6%	i	7%	-10%
Cc1ccccc1CNC(=O)C(=O)NCCC1CCCCN1S(=O)(=O)c1cccs1 (stereo not drawn)	9%	41%	1%	-3%	21%	i	-1%	-1%
COc1cc(NC(=O)c2ccc(NS(=O)(=O)c3c(C)noc3C)cc2)cc(OC)c1	5%	12%	6%	-2%	12%	0%[57.5 µM]	-6%	3%
